CHRM1 PAM – potentiates human M1 receptor response to acetylcholine | activation, % at 3 µM | CHO-K1 hM1, Fluo-8 calcium fluorescence, ACh EC20; 0% = ACh EC20, 100% = maximal ACh | AID 588819 | actives 0.088% (n = 360,000); in the data active = activation above about 19%, passing the limit was not always enough
Target sequence (P11229 whole entry, looked up): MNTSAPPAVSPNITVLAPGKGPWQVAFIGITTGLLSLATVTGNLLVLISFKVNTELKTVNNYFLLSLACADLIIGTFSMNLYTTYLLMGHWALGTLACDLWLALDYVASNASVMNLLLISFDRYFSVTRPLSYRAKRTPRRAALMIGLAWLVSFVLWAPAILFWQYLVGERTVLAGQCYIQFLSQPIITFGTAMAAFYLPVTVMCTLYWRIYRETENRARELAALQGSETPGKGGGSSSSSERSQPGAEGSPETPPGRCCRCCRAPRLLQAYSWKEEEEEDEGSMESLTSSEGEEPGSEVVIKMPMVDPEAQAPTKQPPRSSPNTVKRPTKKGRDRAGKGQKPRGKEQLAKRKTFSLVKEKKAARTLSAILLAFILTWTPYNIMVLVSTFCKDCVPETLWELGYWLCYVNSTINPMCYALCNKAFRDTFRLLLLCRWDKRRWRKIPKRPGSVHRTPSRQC
M1 antag – human CHRM1 antagonism; P11229; CHO-K1 hM1, Fluo-8 calcium fluorescence, ACh EC80 antagonist; inhibition, % at 3 µM; actives 1.3% (n = 360,000); AID 588852;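 active = percent inhibition above its own plate's cutoff, namely the mean of that plate's compound wells plus 3 SD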;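 note: peak over basal fluorescence ratio during 140 s after agonist addition; 0% = ACh EC80 plus DMSO and 100% = DMSO alone without agonist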
CHO parental Ca – counter-screen: ATP calcium response change in parental CHO cells; parental CHO-K1, ATP-induced calcium, Fluo-8 fluorescence; inhibition, % at 5.6 µM; actives 0.63% (n = 330,000);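 active = inhibition above that plate's mean sample inhibition plus 3 SD, cut at about 26% in these data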;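 note: 0% = ATP-challenged DMSO wells and 100% = DMSO wells without ATP; some compounds past the cut are filed as inactive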
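Test system: parental CHO cells; detection: calcium-sensitive Fluo-8 fluorescence; evaluation: percent inhibition of calcium signal; also added: ATP as calcium-mobilizing challenge; repeats: one well per compound; control set: ATP-challenged DMSO wells low, unchallenged DMSO wells high; compound: single nominal dose of 5.6 µM per compound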
OXTR potentiate – potentiators of human oxytocin receptor | actives 0.061% (n = 320,000) | CHO-OTR cells, Fluo-8 calcium fluorescence, potentiator mode; 0% = oxytocin EC15, 100% = EC100 | AID 2445 | activation, % at 3 µM;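 active = activation above that plate's cutoff, the mean activation of tested compounds plus 3 SD, cut at about 6.6% in these data, passing the limit was not always enough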;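 note: 100% uses oxytocin at 75 nM as the full agonist control; some results filed as inactive read as strong as hits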
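Assay system: CHO-OTR cells, human receptor / Also added: oxytocin at about EC15, sub-maximal agonist stimulus / Dosing: single dose, 3.0 µM nominal final compound concentration / Incubation: 6 min pre-incubation, 100 s read / Technique: Fluo-8 calcium dye fluorescence / Read-out: % activation vs EC15 and EC100 oxytocin / Benchmarks: EC15 oxytocin low, 75 nM oxytocin high / Replicates: singlicate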
OXTR agonist – agonists of human oxytocin receptor; actives 0.32% (n = 320,000); P30559; CHO-OTR cells, Fluo-8 calcium fluorescence; normalized: DMSO 0%, oxytocin 100%; activation, % at 3 µM; AID 2435;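 active = activation above the mean of all tested compounds plus 3 SD, cutoff set per screening run, cut at about 20% in these data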;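 note: peak over basal fluorescence ratio from a 100 s FLIPR kinetic read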
V1aR counter – activates human V1a receptor in oxytocin agonist counter-screen; CHO-V1R cells, Fluo-8 calcium fluorescence, agonist mode; 0% DMSO, 100% 3 nM vasopressin; activation, % at 3 µM; actives 0.25% (n = 320,000);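 active = activation above the mean activation of all tested compounds plus 3 SD, per screening run, cut at about 20% in these data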;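 note: signal is peak over basal fluorescence ratio across a 100 second FLIPR read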
Target sequence (P37288 whole entry, looked up): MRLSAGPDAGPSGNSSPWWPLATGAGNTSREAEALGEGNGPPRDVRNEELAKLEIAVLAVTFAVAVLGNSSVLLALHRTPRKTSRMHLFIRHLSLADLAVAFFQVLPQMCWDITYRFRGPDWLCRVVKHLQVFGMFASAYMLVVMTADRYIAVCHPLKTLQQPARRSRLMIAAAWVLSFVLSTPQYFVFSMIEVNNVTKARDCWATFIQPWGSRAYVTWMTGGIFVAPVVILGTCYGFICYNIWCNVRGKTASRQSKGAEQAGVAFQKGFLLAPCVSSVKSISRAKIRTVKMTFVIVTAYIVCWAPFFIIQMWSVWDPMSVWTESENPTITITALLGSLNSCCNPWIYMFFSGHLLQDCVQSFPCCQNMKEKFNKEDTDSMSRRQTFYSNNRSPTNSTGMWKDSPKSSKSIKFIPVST
M1 ag – human M1 muscarinic receptor agonism. CHO-K1 hM1, Fluo-8 calcium fluorescence, agonist mode; 0% DMSO, 100% acetylcholine EC100. activation, % at 3 µM. actives 0.33% (n = 360,000). AID 588814;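 active = activation above the run's mean compound activation plus 3 SD, cut at about 16% in these data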;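 note: peak over basal fluorescence ratio within a 140 s kinetic read after compound addition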
TAAR1 antagonist – human TAAR1 antagonism | Q96RJ0 | CHO RD-HGA16 TAAR1, Fluo-8 calcium fluorescence, antagonist | inhibition, % at 3 µM | actives 1.5% (n = 360,000);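 active = inhibition above a per-plate cutoff, the mean inhibition of test compounds on that plate plus 3 SD, cut at about 49% in these data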;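 note: 0% = DMSO plus EC80 beta-PEA response and 100% = DMSO alone without agonist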
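Test system: hTAAR1-expressing CHO RD-HGA16 cells, Gα16-coupled; Probe or stimulus: EC80 β-phenethylamine stimulus; Compound dosing: single nominal final test compound concentration of 3 µM; Timing: 140 s kinetic read after compound, 140 s after agonist; Signal: Fluo-8 calcium-sensitive fluorescence; Measure: % inhibition of agonist calcium response; Controls: DMSO and EC80 PEA controls.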
TAAR1 ag – human TAAR1 agonism; Q96RJ0; CHO RD-HGA16 TAAR1, Fluo-8 calcium fluorescence; vehicle wells 0%, saturating PEA agonist 100%; activation, % at 3 µM; actives 0.99% (n = 360,000); AID 624467;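 active = activation above the mean activation of all test compounds in the run plus 3 SD, cut at about 38% in these data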
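test system = CHO RD-HGA16 cells carrying human TAAR1 plus Gα16 | schedule = 17-24 h seeding, 75 min 37 °C dye, 30 min RT | compound dosing = 3 µM single concentration | control set = DMSO and PEA EC100 | replicates = n 1 | signal = Fluo-8 fluorescence, 5 s baseline then 140 s kinetic read | measure = percent activation vs PEA EC100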
* = called active by the depositor; · = no result given.

molecule	CHRM1 PAM	M1 antag	CHO parental Ca	OXTR potentiate	OXTR agonist	V1aR counter	M1 ag	TAAR1 antagonist	TAAR1 ag
CCCCn1c(N)c(N(CC(C)C)C(=O)CSCc2c(C)noc2C)c(=O)[nH]c1=O	8	-8	-7	-3	1.3	-0.3	-1	-8	1
Cc1n[nH]c(C)c1N1C(=O)c2cccc3cc(Br)cc(c23)C1=O	8	-11	-7	-19	-0.3	0.0	-2	-22	-3
COc1ccc(C(=O)C2CCCN(Cc3cnc(N4CCOCC4)s3)C2)cc1F (configuration not stated)	0	-16	-13	-5	1.7	1.0	0	-6	7
Cc1c(C(=O)N2CCOCC2)c(S(=O)(=O)Nc2cccc(C#N)c2)c(C)n1C	5	-13	-2	0	0.1	-0.1	-5	-22	1
N#C/C(=C(/O)COC(=O)CCCNC(=O)c1ccc(Cl)cc1)c1nc2ccccc2[nH]1	1	2	-17	-10	-2.3	-0.3	-4	-11	9
CCc1ccc(N2C(=O)CC(N(CC3CCCO3)C(=O)/C=C/C(=O)O)C2=O)cc1 (configuration not stated)	6	1	-6	-1	0.4	-0.8	-6	-13	0
O=C(NCCc1ccccc1)c1ccc([N+](=O)[O-])cc1	1	3	-6	-3	-2.2	-0.8	-5	32	56*
Cc1cccc2cc(CN(Cc3cccs3)C3(c4nnnn4C4CCCC4)CCCC3)c(=O)[nH]c12	0	-5	-12	-12	-0.1	0.2	-4	-13	12
O=C(CCNS(=O)(=O)c1ccc(Cl)cc1)N1CCN(c2ncccn2)CC1	1	-3	·	·	·	·	-8	-16	0
CN(C)S(=O)(=O)c1cccc(NC(=O)c2cnccn2)c1	·	·	1	-6	-0.7	-0.4	·	·	·
CC(C)C(c1nnnn1CC1CCCO1)N1CCN(C2CCCC2)CC1 (configuration not stated)	0	-16	-7	-8	0.9	0.5	-4	-5	2
Cc1cccc(C(=O)NCCCNC(=O)c2ccccn2)c1	3	0	-3	7	0.3	1.4	-3	8	-1
Cc1ccc(C)c2c(SC(C)C(=O)NCc3ccco3)nc(-c3ccccc3)nc12 (configuration not stated)	7	-12	-12	3	-0.3	-0.5	-2	-8	12
Cc1cc(NC(=O)CN2CCCCC2C)no1 (configuration not stated)	6	-3	-1	-6	1.1	1.6	-3	-2	12
COc1ccc(S(=O)(=O)N2CCOCC2)cc1C(=O)Nc1cccc(C(=O)NC2CC2)c1	10	-15	·	·	·	·	-5	-15	8
CC1=CC(=O)C(C(C)C)=C/C1=N/OC(=O)c1cccc([N+](=O)[O-])c1	10	-3	2	0	2.2	1.6	-7	-25	0
O=C1CCC/C1=C\c1ccccc1	15	-12	-12	-13	-1.0	-0.5	-11	23	0
CCOc1ccc(NC(=O)CSc2nc3c(c(=O)n2-c2ccccc2OC)SCC3)cc1	2	-12	-20	-1	-1.5	-0.5	-7	-38	-1
COc1ccc(S(=O)(=O)N(CC(=O)NCC2CCCO2)Cc2ccccc2)cc1 (configuration not stated)	-3	9	-4	-12	-0.8	-0.6	-4	-4	-1
Cc1ccccc1NS(=O)(=O)c1cc(C(=O)NCCC2=CCCCC2)ccc1Cl	4	2	-22	-5	-0.5	1.9	-2	22	11
O=C(OCc1ccccc1)c1cnc(Cl)c(Cl)c1	3	-7	-7	-6	-1.4	-0.7	-5	-17	4
O=C1N(c2ccccc2)CCN1c1ccccc1	7	-13	-14	-8	-1.7	-1.6	-5	0	-2
Cc1c(C)c2ccc(OCC(=O)NCCCN3CCCC3=O)cc2oc1=O	9	-16	4	-1	0.6	0.4	-3	-14	0
COc1cccc(C2=NO[C@@H]3C(=O)N(Cc4ccccc4)C(=O)[C@H]23)c1OC	7	-8	-4	-5	1.1	0.8	-2	1	5
CS(=O)(=O)c1ccc(C(=O)NCC2(N3CCCCC3)CCCCC2)cc1	1	-4	-7	-2	1.7	1.8	-11	2	-1
CCN1C(=NCc2ccc(OC)cc2)N[C@@H](c2ccccc2)C(C(=O)OC)=C1C	9	-13	-22	-2	1.1	0.9	-8	-8	2
Cc1ccc(S(=O)(=O)NCc2ccccc2)cc1C(=O)NC(C)c1ccc(S(N)(=O)=O)cc1 (configuration not stated)	7	-2	·	·	·	·	-1	-13	2
Cc1ccc2c(CN3CC(C)CC(C)C3)cc(=O)oc2c1C (configuration not stated)	19	-22	-14	-13	-2.7	1.2	0	-30	3
CCCn1c(N2CCN(CC(=O)c3c(C)n(C)c4ccc(OC)cc34)CC2)nc2c1c(=O)[nH]c(=O)n2C	-3	2	·	·	·	·	-5	6	14
CC(C)c1nc(SCC(=O)c2ccccc2)c2c(=O)n(C)c(=O)n(C)c2n1	-10	9	-7	-7	-0.7	1.0	2	0	2
COc1ccc(N(C)S(=O)(=O)c2ccc3c(c2)NC(=O)CC(=O)N3)c(OC)c1	21	-10	6	-3	1.0	0.1	2	15	1
O=S(=O)(c1ccc(N2CCN(Cc3ccc4c(c3)OCO4)CC2)nc1)N1CCOCC1	·	·	-17	-21	0.2	5.5	·	-2	6
CN(C(=O)CSCC(=O)O)C1CCCCC1	-2	-1	2	-6	0.3	-0.1	-2	-2	7
CCSc1ncnc2c(C#N)c3n(c12)CCCCC3	-6	-28	-7	-11	-2.6	-1.1	-9	-14	15
COc1ccccc1CC(=O)Nc1ccc(S(=O)(=O)N2CC(C)CC(C)C2)cc1 (configuration not stated)	5	-10	-15	-11	-1.3	4.0	-7	-9	1
C/C(=N/N=C1/NC(=O)CC(C(=O)Nc2ccccc2)S1)c1cccs1 (configuration not stated)	5	-4	-6	-11	3.8	1.4	-7	16	6
O=C(Nc1ccc(-c2csc(-c3ccccc3)n2)cc1)c1ccccc1Cl	-4	8	-5	-8	1.4	1.5	-6	22	5
COc1ccc(OC)c(CN2CCN(CCCc3ccccc3)C(CCO)C2)c1 (configuration not stated)	-5	-5	-10	5	0.2	0.1	-11	-8	2
C=CCc1cccc(/C=N/NC(=O)CNc2cccc3ccccc23)c1O	0	-2	-12	-11	-0.2	0.0	-12	16	3
Cn1c(=O)c(C(=O)COC(=O)c2cc(C(F)(F)F)nc3c(C(F)(F)F)cccc23)c(N)n(CC2CC2)c1=O	·	·	1	3	0.4	0.4	·	4	4
COc1ccc(/C=N/NC(=O)C(C)n2cnc3ccccc3c2=O)cc1 (configuration not stated)	-3	-1	3	-1	-0.9	-0.2	-6	-29	5
COC(=O)c1ccc(-n2nnnc2SCc2ccccc2OC)cc1	-5	1	-8	-11	0.4	1.4	-4	28	10
CCC(=O)N1CCCC(C)(C(=O)Nc2nccc3ccccc23)C1 (configuration not stated)	6	-10	·	·	·	·	-2	-23	3
CCOc1ccc(/C=N/NC(=O)c2ccccc2O)cc1CN1CC2CC(C1)c1cccc(=O)n1C2 (configuration not stated)	-10	1	-14	-6	-2.5	-1.2	-4	42	2
CN1CCN(C2CCCCC2NS(=O)(=O)c2ccccc2)CC1 (configuration not stated)	-1	1	-8	-10	0.1	0.6	-5	-15	3
CC(=O)Nc1ccc(S(=O)(=O)N2CCN(Cc3ccccn3)CC2)cc1	6	-10	3	2	1.0	1.0	-5	4	1
CCCn1nc(NC(=O)C2CCCO2)c2cc3ccc(C)cc3nc21 (configuration not stated)	-9	17	-12	-1	-2.4	-1.8	2	-13	0
O=C(CCCCn1c(=O)c2ccccc2n(Cc2ccc(F)cc2Cl)c1=O)NCc1ccco1	4	-1	-5	-3	-1.3	-0.7	-2	-8	17
Cn1cc2cc(NC(N)=S)ccc2n1	1	0	-4	-7	-0.3	0.4	-4	4	4
Nc1ccc(C(=O)n2c3ccccc3c3ccccc32)cc1	-1	3	-8	-6	0.3	0.7	-4	10	-2

Part of the list above in order of SMILES length, largest number first.
molecule	CHRM1 PAM	M1 antag	CHO parental Ca	OXTR potentiate	OXTR agonist	V1aR counter	M1 ag	TAAR1 antagonist	TAAR1 ag
COc1ccc(N(C)S(=O)(=O)c2ccc3c(c2)NC(=O)CC(=O)N3)c(OC)c1	21	-10	6	-3	1.0	0.1	2	15	1
CS(=O)(=O)c1ccc(C(=O)NCC2(N3CCCCC3)CCCCC2)cc1	1	-4	-7	-2	1.7	1.8	-11	2	-1
CN(C)S(=O)(=O)c1cccc(NC(=O)c2cnccn2)c1	·	·	1	-6	-0.7	-0.4	·	·	·

Further compounds
molecule	CHRM1 PAM	M1 antag	CHO parental Ca	OXTR potentiate	OXTR agonist	V1aR counter	M1 ag	TAAR1 antagonist	TAAR1 ag
COC1=CCC2([N+](=O)[O-])CN(CC(=O)O)CC1([N+](=O)[O-])C2 (configuration not stated)	8	-9	-3	-3	0.5	-0.5	-1	2	2
CN(/N=C/Cc1nnnn1-c1ccc(Cl)cc1)c1ccccc1	0	9	-14	-12	-2.4	1.2	0	-9	11
O=C1CC(c2ccc(S(=O)(=O)NCc3ccccc3)cc2)CN1 (configuration not stated)	11	-18	-1	-5	-0.2	1.0	-2	6	2
CCOC(=O)c1sc(=S)n(CC)c1NC(=O)c1ccccc1C	2	4	-25	0	-1.5	-2.1	-6	-8	0
COCCCNC(=O)c1ccc(Cn2c(=O)c3ccccc3n(Cc3ccccc3C#N)c2=O)cc1	9	-9	-16	-8	-1.0	1.1	-2	-10	7
CCOC(=O)Nc1ccc2c(c1)N(C(=O)CCCl)c1ccccc1[S@]2=O	12	-17	-6	-1	-0.3	0.0	-3	-10	2
O=C(O)CCCNS(=O)(=O)c1ccccc1	6	-8	-5	-5	0.1	-0.4	-3	9	3
CNC(=O)c1[nH]cnc1C(=O)N[C@@H](CCCCNC(=O)OC(C)(C)C)C(=O)OC(C)(C)C	0	7	-21	1	0.0	-0.6	-2	16	8
O=C(CSc1ncccn1)NC(=O)NC1CCCC1	6	-20	·	·	·	·	-8	6	0
O=S(=O)(Nc1ncccn1)c1ccc(Cl)cc1	9	-14	-3	-6	-0.1	0.7	1	-2	8
Cc1cc(C)n2nc(SCC(=O)N3CCc4ccccc43)nc2n1	3	3	-5	-5	-0.9	0.4	-4	6	0
O=C(O)CCCC(=O)Nc1ccc(Br)cc1C(=O)O	10	-12	-6	-10	0.4	0.7	-3	3	0
C#CCNC(=O)C1=C[C@H](C(C)(C)C)C[C@H](OCc2ccc(CO)cc2)O1	-1	1	-13	3	-1.3	0.3	-1	-19	15

No enrichment for hits; any-hit rate near 3.7%.
